Screening data deposited in PubChem BioAssay by National Center for Advancing Translational Sciences (NCATS).
BRCT inh green: qHTS Assay for Inhibitors of BRCT-Phosphoprotein Interaction (Green Fluorophore); 75,000 compounds, 0.05% hits; AID 875, 2007; Breast cancer type 1 susceptibility protein (Homo sapiens), P38398; Potency, µM (doses to about 76.9 µM), inactives show top-dose activity change, negative = inhibition, hits mostly inhibitors; BRCA1 BRCT-phosphopeptide binding, green fluorescence polarization;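 further: potency means the concentration at half of the fitted maximal effect; plate controls were peptide without protein for full effect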
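Fluorescence polarization: His-tagged BRCT (~35 kDa BRCA1 C-terminus, 250 nM) bound to 100 nM fluorescein-labeled phosphorylated 10-aa BACH1 peptide, pH 7.3 phosphate buffer with DTT and Tween 20. Compounds incubated 12 min at room temperature; inhibition read as lowered polarization.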
HBB splice mod: qHTS Assay for Modulators of Hemoglobin Beta Chain Splicing; HBB splicing reporter cell assay, activation; EGFP reporter with mutant IVS2-654 intron; response scale: normalised to 500 nM splice-correcting PNA; Potency, µM (top dose mostly 46.1 µM), for inactives: at the top dose activation, hits mostly activators; 65,000 compounds, 0.06% hits; further: potency means the concentration at half of the fitted maximal effect; 0% is about no effect
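HeLa cells stably expressing EGFP interrupted by mutant beta-globin intron 2 (IVS2-654), 500/well in 2% FCS. Treated with compound for 2 days at 37C. Splicing correction scored as total well GFP intensity (488 nm excitation, 500-520 nm emission); 500 nM antisense PNA served as control.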
BRCT inh red: qHTS Assay for Inhibitors of BRCT-Phosphoprotein Interaction (Red Fluorophore); Breast cancer type 1 susceptibility protein (Homo sapiens), P38398; BRCT-phosphopeptide binding, red fluorescence polarization; 75,000 compounds, 0.03% hits; Potency, µM (top dose mostly 76.9 µM), for the others: top-dose activity change, negative = inhibition, actives largely listed as inhibitors; further: on the % scale 0 is the no-effect control and ±100 the full control effect
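Fluorescence polarization: 100 nM His-tagged BRCA1 BRCT with 100 nM TAMRA-labelled phospho-BACH1 decapeptide, phosphate buffer pH 7.3 with 150 mM NaCl, DTT, 0.01% Tween 20; 12 min RT. Binding inhibition seen as FP decrease.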
15-hLO inh: qHTS Assay for Inhibitors of 15-hLO (15-human lipoxygenase). Polyunsaturated fatty acid lipoxygenase ALOX15 (Homo sapiens), P16050. AID 887, 2007. purified 15hLO-1, xylenol orange hydroperoxide absorbance. 74,000 compounds, 1.4% hits. Potency, µM (titrated, usually from 57.1 µM), for inactives: at the highest dose activity change, negative = inhibition, usual class: inhibitors; further: potency means the concentration at half of the fitted maximal effect; on the % scale 0 is the no-effect control and ±100 the full control effect; nearly all actives have a fitted effect of over 55% in size
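Quantitative HTS in 25 mM Hepes pH 7.5 containing 0.01% Triton X-100: human 15hLO-1 at 40 nM, arachidonic acid at 50 uM, 6 min turnover. Product quantified via ferrous oxidation/xylenol orange, 573:405 nm absorbance ratio.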
* hit, by the source's call; ? = inconclusive; . = no result given; & = joins results of further samples; ! = repeats disagree; [ ] = dose if it differs, or a comment. The call rests on the fitted dose curve; in most records, active means well fitted curve in the direction sought with a large enough effect; inconclusive means small, poorly fitted or top-dose-only effect, or another doubt; inactive means no such curve, though single readings can be large; an effect the other way counts as inactive or inconclusive. These rows are one share of the data; rates above refer to the full screens.

SMILES | BRCT inh green | HBB splice mod | BRCT inh red | 15-hLO inh
CNC1[C@@H](O)C(OC2C(N)C[C@H](N)[C@@H](O[C@@H]3OC(C(C)O)C(O)C(O)C3N)C2O)OC[C@]1(C)O (some centres undefined) | -2.8%[3.08 µM] | . | -2.1% | 14.7%
COc1cc(C)c(CN2CCN(c3ccccc3)CC2)cc1C | -2.3% | . | -0.7% | ?
Oc1ccc2c3c1OC1C(O)CC[C@]4(O)C(C2)N(CC2CCC2)CC[C@]314 (some centres undefined) | -2.7%[3.08 µM] | . | -0.4% | -9.0%
CC(C)(C#N)O[C@H]1OC(CO)C(O)C(O)C1O (some centres undefined) | -1.0% | . | 0.7% | -1.7%
CC1C(=O)OC2C1CC[C@@]1(C)C=CC(=O)[C@@]3(C)O[C@@]213 (some centres undefined) | -3.5%[3.08 µM] | . | 0.2% | 3.5%
O=C1CC[C@]2(O)C3Cc4ccc(O)c5c4C2(CCN3CC2CC2)C1O5 (some centres undefined) | -2.0%[3.08 µM] | . | -4.2% | 4.2%
N#C/C(=C\c1ccc(O)cc1)C(=O)O | 0.9% | . | -3.2% | -2.1%
COC(=O)[C@]1(C)CC[C@@]2(C)CC[C@@]3(C)C4=CC=C5C(=CC(=O)C(O)=C5C)[C@@]4(C)CC[C@@]3(C)C2C1 (some centres undefined) | -1.3%[3.08 µM] | . | -1.8% | 2µM*
CC(C)C1C(=O)N2CCCC2[C@]2(O)O[C@@](NC(=O)[C@@H]3C=C4c5cccc6[nH]cc(c56)C[C@H]4N(C)C3)(C(C)C)C(=O)N12 (some centres undefined) | -13.3% | . | 0.4% | -12.4%[25.6 µM]
CC1=CCCC2C1(C)CCC(C)C2(C)CC/C(C)=C/C[n+]1cn(C)c2c(N)ncnc21 (centres undefined) | -1.3%[3.08 µM] | . | -1.8% | -16.5%

An excerpt of these results, in markdown:
| smiles | BRCT inh green | HBB splice mod | BRCT inh red | 15-hLO inh |
| --- | --- | --- | --- | --- |
| N#C/C(=C\c1ccc(O)cc1)C(=O)O | 0.9% | . | -3.2% | -2.1% |
| COC(=O)[C@]1(C)CC[C@@]2(C)CC[C@@]3(C)C4=CC=C5C(=CC(=O)C(O)=C5C)[C@@]4(C)CC[C@@]3(C)C2C1 (some centres undefined) | -1.3%[3.08 µM] | . | -1.8% | 2µM* |

The listing picks up; the 3 compounds before the break are reprinted first.
SMILES | BRCT inh green | HBB splice mod | BRCT inh red | 15-hLO inh
COC(=O)[C@]1(C)CC[C@@]2(C)CC[C@@]3(C)C4=CC=C5C(=CC(=O)C(O)=C5C)[C@@]4(C)CC[C@@]3(C)C2C1 (some centres undefined) | -1.3%[3.08 µM] | . | -1.8% | 2µM*
CC(C)C1C(=O)N2CCCC2[C@]2(O)O[C@@](NC(=O)[C@@H]3C=C4c5cccc6[nH]cc(c56)C[C@H]4N(C)C3)(C(C)C)C(=O)N12 (some centres undefined) | -13.3% | . | 0.4% | -12.4%[25.6 µM]
CC1=CCCC2C1(C)CCC(C)C2(C)CC/C(C)=C/C[n+]1cn(C)c2c(N)ncnc21 (centres undefined) | -1.3%[3.08 µM] | . | -1.8% | -16.5%
CC(C)CCCC1(C)C=Cc2c(O)c3c(c(CCC(C)C)c2O1)OC12C(CC4CC1C(C)(C)OC2(CCC(C)C(=O)O)C4O)C3=O (centres undefined) | 1.9%[3.08 µM] | . | -2.0% | ?
CC(=O)Oc1c2c(c(CC=C(C)C)c3c1C(=O)C1=CC4CC5C(C)(C)OC(C/C=C(\C)C(=O)O)(C4=O)[C@]15O3)OC(C)(CCC=C(C)C)C=C2 (some centres undefined) | -2.4% | . | -2.2% | ?
COc1ccccc1N1CCN(Cc2ccccc2F)CC1 | 0.6% | . | 1.0% | -16.1%
COP(N)(=O)SC (centres undefined) | 0.0% | . | 1.1% | -2.9%
CC(N)C(O)c1ccc(O)c(O)c1 (centres undefined) | 1.0%&-3.2%[3.08 µM] | . | -2.6%&-4.0% | -1.1%&-1.6%
CN1C[C@@H](CO)C=C2c3cccc4[nH]cc(c34)CC21 (some centres undefined) | -7.6% | . | 0.0% | 1.7%[25.6 µM]
C=C1C([C@@]2(C)C(OC(C)=O)CC(=O)O[C@@](C)(COC(C)=O)C2CC(=O)OC)C(OC=O)C(OC(=O)C(OC(C)=O)C(C)CC)[C@]2(C)C(c3ccoc3)CC(=O)C12O (some centres undefined) | -0.1%[3.08 µM] | . | -1.0% | -3.7%
CC(Cc1ccc(O)cc1)NCC(O)c1cc(O)cc(O)c1 (centres undefined) | -1.7%[3.08 µM] | . | -0.6% | -7.4%
C#CCOS(=O)OC1CCCCC1Oc1ccc(C(C)(C)C)cc1 (centres undefined) | -0.1% | . | -0.7% | 5.6%
O=CN1CC2CC(C1)c1cccc(=O)n1C2 (centres undefined) | -1.1% | . | 1.0% | 0.2%[25.6 µM]

Part of the list above, limited to HBB splice mod, BRCT inh red and BRCT inh green:
| mol | HBB splice mod | BRCT inh red | BRCT inh green |
| --- | --- | --- | --- |
| CC(N)C(O)c1ccc(O)c(O)c1 (centres undefined) | . | -2.6%&-4.0% | 1.0%&-3.2%[3.08 µM] |
| CN1C[C@@H](CO)C=C2c3cccc4[nH]cc(c34)CC21 (some centres undefined) | . | 0.0% | -7.6% |
| C=C1C([C@@]2(C)C(OC(C)=O)CC(=O)O[C@@](C)(COC(C)=O)C2CC(=O)OC)C(OC=O)C(OC(=O)C(OC(C)=O)C(C)CC)[C@]2(C)C(c3ccoc3)CC(=O)C12O (some centres undefined) | . | -1.0% | -0.1%[3.08 µM] |
| CC(Cc1ccc(O)cc1)NCC(O)c1cc(O)cc(O)c1 (centres undefined) | . | -0.6% | -1.7%[3.08 µM] |

(next part)
SMILES | BRCT inh green | HBB splice mod | BRCT inh red | 15-hLO inh
CC1CC(O)[C@]2(O)[C@]13CC(=O)OC[C@@]2(C)[C@@](C)(O)C(=O)C3 (some centres undefined) | -2.4% | . | 1.3% | 2.0%
CC1CC[C@@]2(NC1)OC1CC3C4CC[C@@H]5CC(O)CC[C@@]5(C)C4CC[C@]3(C)C1C2C (some centres undefined) | -2.2%[3.08 µM] | . | 0.2% | -2.4%
N#CC(O[C@@H]1OC(COC2OC(CO)C(O)C(O)[C@@H]2O)C(O)C(O)C1O)c1ccccc1 (some centres undefined) | -0.1%[3.08 µM] | . | -2.2% | 8.3%
CC(C)c1cc2c(c(O)c1O)[C@]1(C(=O)O)CCCC(C)(C)C1CC2 (some centres undefined) | -2.2%[3.08 µM] | . | -0.9% | 123.4%[activator]
COc1cc2ccc(=O)oc2c2ccoc12 | 5.7% | . | -2.8% | -6.3%
Cc1cc(OC(=O)N2CCCCC2)c(C(C)C)cc1[N+](C)(C)C | -4.3%[3.08 µM] | . | -0.5% | -3.3%
CCN1C[C@@]2(OC(=O)c3ccccc3NC(C)=O)CCC(OC)[C@@]34C5CC6C(OC)C[C@@](O)(C(CC23)[C@@H]14)C5(O)C6OC (some centres undefined) | -3.3% | . | 1.3% | -12.2%
C[C@]12CCC3C(CC[C@H]4C[C@@H](O)CC[C@]34C)[C@@H]1CCC2=O (some centres undefined) | 1.2% | . | 0.4% | -2.6%[25.6 µM]
CNC(Cc1c[nH]c2ccccc12)C(=O)O (centres undefined) | -1.0%[3.08 µM] | . | 0.3% | 2.3%
COc1cc2occc2c2oc(=O)ccc12 | -2.0% | . | -0.7% | 0.4%
CC(CO)NC(=O)C1C=C2c3cccc4[nH]cc(c34)C[C@H]2N(C)C1 (some centres undefined) | -2.2%[3.08 µM] | . | -0.9% | 3.5%
CN1CC[C@@]2(C)c3cc(O)ccc3N(C)[C@@H]12 | -1.1% | . | 0.0% | ?
CC(C)=CC1C(C(=O)OCc2cccc(Oc3ccccc3)c2)C1(C)C (centres undefined) | -1.0%[3.08 µM] | . | -0.5% | -3.7%
CC1/C=C/C=C/CC/C=C/C=C/C=C/C=C/C(OC2OC(C)C(O)C(N)C2O)CC2O[C@](O)(CC(O)C(O)CCC(O)CC(O)CC(O)CC(=O)OC(C)C(C)C1O)CC(O)C2C(=O)O (some centres undefined) | -3.5%[3.08 µM] | . | 1.6% | -9.1%
CNC(=O)Oc1ccccc1OC(C)C | -0.6% | . | 0.1% | 13.2%
COc1ccc(CC2NCC(O)C2OC(C)=O)cc1 (centres undefined) | -5.0% | . | -2.6% | 0.6%[25.6 µM]
CC(C)[C@]1(NC(=O)[C@@H]2C=C3c4cccc5[nH]cc(c45)C[C@H]3N(C)C2)O[C@@]2(O)C3CCCN3C(=O)[C@H](Cc3ccccc3)N2C1=O (some centres undefined) | -6.8% | . | -2.2% | -15.0%[25.6 µM]
CN(C)C1C(=O)C(C(N)=O)=C(O)[C@@]2(O)C(=O)C3=C(O)c4c(O)cccc4[C@@](C)(O)C3CC12 (some centres undefined) | -10.0%[3.08 µM] | . | -23.8% | -22.8%
CC(=O)OC1C[C@@]2(C)C(c3ccoc3)C[C@H]3O[C@@]32[C@@]2(C)C(=O)C(O)=C3C(C)(C)C(=O)C=C[C@]3(C)C12 (some centres undefined) | -1.7%[3.08 µM] | . | 0.8% | -4.8%
CCN1CCN(Cc2ccccc2C)CC1 | 0.6% | . | -0.9% | 5.3%
CC[C@]1(O)CC(O[C@@H]2CC(N(C)C)C(O)C(C)O2)c2c(cc3c(c2O)C(=O)c2c(O)cccc2C3=O)C1C(=O)OC (some centres undefined) | 2.5%[3.08 µM] | . | -0.7% | -8.2%
NC(=NCCCC(N)C(=O)O)N[N+](=O)[O-] (centres undefined) | -1.2%[3.08 µM] | . | 0.5% | 11.4%
O=c1cccc2n1CC1CNCC2C1 (centres undefined) | 0.2% | . | 1.1%&0.5% | -12.5%[25.6 µM]
COc1ccc(C2SCC(=O)Nc3c2c(=O)[nH]n3C2CCCCCC2)cc1OC (centres undefined) | -3.1% | . | 0.2% | 1.8%
CC1(C)C(O)CC(=O)[C@]2(C)C1CC(=O)[C@]1(C)C2CC[C@@]2(C)C(c3ccoc3)OC(=O)C3O[C@@]321 (some centres undefined) | -4.4%[3.08 µM] | . | -0.3% | 4.6%
COc1c2c(cc3c1OCO3)CC[N+](C)=C2 | -2.3%[3.08 µM] | . | -0.5% | -0.3%
C[C@@H]1OC=C2[C@@H](O)[C@H]3O[C@H]3C(=O)[C@@]23[C@H]1[C@H]1C2=C([C@@H](O)[C@H]4O[C@@H]4C2=O)[C@@H]3O[C@@H]1C | -0.4%[15.4 µM] | 4.7%[9.22 µM] | 0.1%[15.4 µM] | -8.9%[11.4 µM]
CN1CCc2cc(Cl)c(O)cc2[C@H]2c3ccccc3CC[C@@H]21 | 1.0% | 0.0% | 0.0% | ?
C=CCN1CC[C@]23c4c5ccc(O)c4O[C@H]2/C(=N/NC(=O)c2ccccc2)CC[C@@]3(O)[C@H]1C5 | 1.4% | -0.1% | -0.4% | ?
COc1cc2c(cc1O)C(CCc1ccc(Cl)cc1)N(C)CC2 (centres undefined) | 0.6% | -0.1% | -0.4% | -15.2%
BrC1C(Br)C(Br)C(Br)C(Br)C1Br (centres undefined) | -3.2% | -0.9% | 1.2% | ?
C[C@H](Cc1ccc2c(c1)OC(C(=O)O)(C(=O)O)O2)NC[C@H](O)c1cccc(Cl)c1 | 2.5% | -1.1% | 0.3% | ?
CC(C)CC(N(C)C)C1(c2ccc(Cl)cc2)CCC1 (centres undefined) | -0.2% | -0.5% | 0.6%&-0.4% | 20µM*!
